Growth percent in the NCI-60 one-dose screen (48 h, 10 µM unless noted): 100 = growth as untreated, 0 = no growth, -100 = all killed.
RPMI-8226 = RPMI-8226 leukemia cells; 7.5% of 77,000 active; AID 1794781
HOP-62 = HOP-62 NSCLC; 3.9% of 80,000 active; AID 1794735
K-562 = K-562 leukemia; 7.4% of 78,000 active
MDA-MB-435 = MDA-MB-435 melanoma; 7.8% of 82,000 active
SR = SR leukemia cells. 8.7% of 73,000 active
MOLT-4 = MOLT-4 leukemia cells; 6.9% of 80,000 active; AID 1794779
CCRF-CEM = CCRF-CEM leukemia | 7% of 77,000 active
MDA-MB-468 = MDA-MB-468 breast cancer; 8.5% of 78,000 active
* hit, by the source's call; x = not tested or not shown. How the source made its calls: active means growth percent below 10; inactive means the rest.

smiles,RPMI-8226,HOP-62,K-562,MDA-MB-435,SR,MOLT-4,CCRF-CEM,MDA-MB-468
Cc1c(F)c(C)c(F)c(C)c1F,102,104,102,96,95,103,102,81
Cc1ccc(-c2cc(-c3cccc4ccccc34)n3c(n2)nc2ccccc23)cc1,65,68,51,65,x,4.6*,37,70
Nc1ncnc2c1N=C1c3ccccc3CCC1C(c1ccc(Cl)cc1)N2 (centres undefined),54,78,48,53,26,67,96,74
CC(C)COCC(O)CCl (centres undefined),98,88,95,97,78,104,89,108
C/C(=C(/c1ccccc1)c1ccc(OCCN)cc1)c1cccc(O)c1,100,101,91,99,96,101,100,103
CC1=NN(c2nc(-c3ccc(Cl)cc3)c(C#N)c(N3CCOCC3)n2)C(=O)C1,57,87,101,88,x,92,86,98
N#Cc1c(-c2ccc(Cl)cc2)nc(SCC(=O)NCCc2ccc(S(N)(=O)=O)cc2)[nH]c1=O,106,105,103,109,108,108,103,110
Nc1ncn([C@@H]2O[C@H](CO)[C@@H](O)[C@H]2O)c(=O)n1,x,2.4*,x,x,7.1*,34,x,33
O=C(Nc1ccccc1Cl)Oc1ccc(-c2ccccc2)cc1,94,96,110,101,133,x,120,115
CC(C)CC(C)NCCO (centres undefined),109,96,114,112,98,107,107,105

smiles,RPMI-8226,HOP-62,K-562,MDA-MB-435,SR,MOLT-4,CCRF-CEM,MDA-MB-468
Cc1cccc2c1nc(N)c1c3ccccc3cn21,111,92,x,104,x,96,100,51
Cc1ccc2c(C)c(C)c(=O)n(C)c2c1,100,105,105,103,102,104,96,101
COc1cccc(Cn2c(-c3nonc3N)nc3ccccc32)c1,4.9*,30,9.5*,-74*,-5.3*,26,9.8*,-12*
Cc1ccc(C(CS(=O)(=O)c2ccccc2)=Nc2ccc(S(N)(=O)=O)cc2)cc1,99,104,104,97,99,99,94,x
N#Cc1nc2ccccc2n1OCc1ccccc1,100,86,90,105,86,90,101,109
Cc1noc(NS(=O)(=O)c2ccc(Nc3nc(CC(=O)Nc4ccccc4)cs3)cc2)c1C,96,90,102,109,90,100,101,111
Cn1/c(=N/N=C(N)N)ccc2ccccc21,104,118,99,113,x,98,101,122
N#Cc1c(N=Cc2ccc(F)cc2)n[nH]c1Nc1ccccc1,128,123,x,102,x,x,114,117
CCOC(=O)C(Cc1c[nH]c2ccc([N+](=O)[O-])cc12)C(=O)OCC,83,92,118,108,95,98,79,104
COc1ccc(Nc2nc(-c3cccc4ccccc34)nc3sc4c(c23)CCCCCC4)cc1,99,103,93,105,90,89,101,108

smiles,RPMI-8226,HOP-62,K-562,MDA-MB-435,SR,MOLT-4,CCRF-CEM,MDA-MB-468
O=C(Nc1cccc(C(=O)N2CCc3ccc(Cl)cc32)c1)c1ccco1,35,42,14,-2.7*,20,30,29,-0.7*
COc1cccc(CNc2ccnc3[nH]c4ccc(C#N)cc4c23)c1,70,100,96,107,89,89,87,92
CCOC(=O)c1ccc(N2C(=O)C(Cl)(c3ccccc3)C2c2ccco2)cc1 (centres undefined),43,110,31,93,76,60,62,66
Fc1cnccc1-c1nc2ccc3[nH]ncc3c2c2c1CCCC2,38,21,31,10,34,21,16,1.8*
CC#Cc1nc2ccccc2c(=O)[nH]1,2.5*,58,38,26,39,19,20,15
CCCCCCCCc1ccc(O)c(N)c1,93,81,93,106,102,79,82,97
O=S(=O)(O)c1cc(Cl)ccc1Cl,97,95,103,106,119,103,101,93
CC/C=C\C[C@H]1C/C=C2/C(=O)C(Cl)=C[C@@H]2C/C=C\CCCC(=O)O1,-14*,-15*,-12*,-75*,-2.5*,-9.4*,-19*,-69*
CC1=C(C(=O)c2ccccc2)C(c2cccc(Cl)c2Cl)n2c(nc3ccccc32)N1 (centres undefined),86,15,61,72,39,46,41,-38*
O=C(/C(=C/c1ccccc1)CN1CCCCC1)c1ccccc1,-6.3*,-26*,2.9*,6.2*,-12*,3.3*,7.4*,-73*

Arranged by count of non-hydrogen atoms (falling): some entries from above
smiles,RPMI-8226,HOP-62,K-562,MDA-MB-435,SR,MOLT-4,CCRF-CEM,MDA-MB-468
CCOC(=O)c1ccc(N2C(=O)C(Cl)(c3ccccc3)C2c2ccco2)cc1 (centres undefined),43,110,31,93,76,60,62,66
Cc1ccc2c(C)c(C)c(=O)n(C)c2c1,100,105,105,103,102,104,96,101
Cc1c(F)c(C)c(F)c(C)c1F,102,104,102,96,95,103,102,81

New compounds follow.
smiles,RPMI-8226,HOP-62,K-562,MDA-MB-435,SR,MOLT-4,CCRF-CEM,MDA-MB-468
COc1ccc(-c2nc(SC(C)C)nc(Oc3ccc(/C=C4/SC(=O)NC4=O)cc3)c2C#N)cc1,77,108,72,90,98,82,86,95
COc1cc(Nc2ccnc(N3CCN(c4ccnc5cc(Cl)ccc45)CC3)n2)cc(OC)c1,-28*,9.4*,2.7*,1.3*,-17*,-46*,3.8*,-0.9*
CC1=N/C(=C\c2ccc(C(C)C)cc2)C(=O)N1CCc1ccc(S(N)(=O)=O)cc1,82,95,81,114,116,99,84,94
O=[N+]([O-])c1cc[n+]([O-])cc1,102,131,117,112,107,69,121,98
CCn1c(SCC(=O)N/N=C/c2ccccc2)nc2c1c(=O)n(C)c(=O)n2C,101,96,99,102,96,97,94,99
Cn1cc2c(c1)-c1oncc1CC2,87,91,100,114,116,105,93,94
C#CC(O)CC (centres undefined),108,99,89,102,97,93,x,99
CCCOc1cc(C)c(C(=O)Oc2ccccc2C(=O)O)c(C)c1,106,112,102,108,102,97,101,104
Cc1ccc(-n2c(SCCc3c[nH]c4ccccc34)nnc2-c2ccncc2)cc1,99,98,88,110,108,96,90,103
O=C(/C=C/c1ccc(F)cc1)Nc1ccc(C=C2c3ccccc3C(=O)c3ccccc32)cc1,27,100,x,40,37,52,64,45

smiles,RPMI-8226,HOP-62,K-562,MDA-MB-435,SR,MOLT-4,CCRF-CEM,MDA-MB-468
Cc1cc(NCCCN(C)C)c2ccc3c(ccc4c(NCCCN(C)C)cc(C)nc43)c2n1,-11*,-22*,-53*,-99*,x,-24*,-29*,-89*
Fc1ccccc1-c1nc(-c2nc3ccccc3[nH]2)c2ccccn12,36,90,74,87,56,52,50,72
CCN(Cc1cccc(S(=O)(=O)[O-])c1)c1ccc(C(=C2C=CC(=[N+](CC)Cc3cccc(S(=O)(=O)O)c3)C=C2)c2ccccc2S(=O)(=O)O)cc1,100,99,91,94,96,97,95,93
CCNC1(C(=O)O)CCCCC1,112,102,108,108,106,114,107,104
CCC(=O)Oc1ccc(-c2ccccc2)cc1Br,104,104,107,109,107,111,102,98
CCCCCN(C)c1ncnc2[nH]ncc12,93,94,127,96,97,82,100,111
Cc1ccc(/C(=N\NC(N)=S)C2CC2)cc1,62,126,51,x,x,58,60,36
O=C(/C=C\c1cccc(Br)c1)c1ccc(Cl)cc1,84,103,92,102,37,96,100,108
CC(=O)OC1=CC(=O)c2ccccc2C1=O,102,65,86,108,101,93,103,113
O=C(NCc1ccc(Cl)cc1Cl)C1CCC(=O)N1C(=O)NCc1ccc(Cl)c(Cl)c1 (centres undefined),109,85,107,106,117,99,111,102

smiles,RPMI-8226,HOP-62,K-562,MDA-MB-435,SR,MOLT-4,CCRF-CEM,MDA-MB-468
CCCCCCCCC(C)OC(=O)c1nn(C(C)=O)c2ccccc12 (centres undefined),104,98,106,101,126,109,100,97
CCOC(=O)c1cc2c(n1C)-c1nc(N)sc1CCC2,67,79,94,103,90,41,24,90
CC(C)/C=C/CC[C@](C)(O)[C@H]1CC[C@]2(C)[C@@H]1CC[C@@H]1[C@@]3(C)C/C(=C/c4cccnc4)C(=O)C(C)(C)[C@@H]3CC[C@]12C,59,112,74,97,74,78,82,84
O=S(=O)(Oc1ccc(-c2cn3ccsc3n2)cc1)c1ccc(Cl)c(Cl)c1,94,107,82,81,82,95,95,79
COc1ccc(CCN2C(=O)/C(=C/c3cnc(C#N)s3)SC2=S)cc1,104,108,98,101,98,91,105,84
Cc1ccc(S(=O)(=O)/C(=C\c2ccc(Cl)cc2)C(=O)c2ccc(Cl)cc2)cc1,102,106,109,102,98,102,101,100
COc1ccc(-c2cc(-c3cc(-c4ccc(OC)cc4)on3)no2)cc1,103,99,98,104,96,102,100,108
COc1cc(Br)c(C(=O)O)cc1OC,108,105,103,112,108,97,90,110
OCC1(c2ccccc2)CCN(Cc2ccccc2)CC1,96,107,105,106,104,106,94,100
COc1cc(C(=O)O)ccc1OC(C)=O,55,97,63,120,64,31,69,85

smiles,RPMI-8226,HOP-62,K-562,MDA-MB-435,SR,MOLT-4,CCRF-CEM,MDA-MB-468
Nc1n[nH]c(-c2ccc(Br)cc2)c1-c1nc2ccccc2s1,106,95,117,87,100,128,111,101
NCCCCC1(CCCCN)OCCO1,117,109,112,118,100,114,100,117
OC1(c2ccccc2)CN(Cc2ccccc2)CCO1 (centres undefined),92,99,97,100,86,91,93,x
NS(=O)(=O)c1ccc(N=Nc2c(O)n(CC(=O)Nc3ccccc3Cl)c3ccccc23)cc1,29,18,16,34,27,27,51,26
COc1cc(/C=C/c2cc(/C=C/c3ccc(O)c(OC)c3)n(-c3ccc(Cl)cc3)c(=O)n2)ccc1O,64,90,73,75,36,43,44,76
Cn1ncc2cncnc21,104,99,119,111,122,125,101,96
Clc1ccc(Nc2nnc(-c3c[nH]c4ccccc34)o2)cc1,29,68,32,25,50,9.4*,11,-21*

Some of the entries above, reformatted.
> OC1(c2ccccc2)CN(Cc2ccccc2)CCO1 (centres undefined)
  RPMI-8226: 92; HOP-62: 99; K-562: 97; MDA-MB-435: 100; SR: 86; MOLT-4: 91; CCRF-CEM: 93; MDA-MB-468: x
> NS(=O)(=O)c1ccc(N=Nc2c(O)n(CC(=O)Nc3ccccc3Cl)c3ccccc23)cc1
  RPMI-8226: 29; HOP-62: 18; K-562: 16; MDA-MB-435: 34; SR: 27; MOLT-4: 27; CCRF-CEM: 51; MDA-MB-468: 26
> COc1cc(/C=C/c2cc(/C=C/c3ccc(O)c(OC)c3)n(-c3ccc(Cl)cc3)c(=O)n2)ccc1O
  RPMI-8226: 64; HOP-62: 90; K-562: 73; MDA-MB-435: 75; SR: 36; MOLT-4: 43; CCRF-CEM: 44; MDA-MB-468: 76
> Cn1ncc2cncnc21
  RPMI-8226: 104; HOP-62: 99; K-562: 119; MDA-MB-435: 111; SR: 122; MOLT-4: 125; CCRF-CEM: 101; MDA-MB-468: 96

Bioassay records deposited in PubChem BioAssay by NCI.
